Source: PubChem
hcDAF12 agonist = activators of H. contortus DAF-12 nuclear receptor; HEK293 hcDAF-12 lit1-tk-luc reporter, luminescence; 0% DMSO, 100% Δ7-dafachronic acid; activation, % at 6.8 µM; hit rate 1.4% among 370,000; AID 652067;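 active = activation above the mean of all tested compounds plus 3 SD, cut at about 5.5% in these data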;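 note: 100% = response to 3 µM Δ7-dafachronic acid high control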
FXN GAA850 act = activators of GAA850 frataxin (FXN) promoter; activation, % at 6 µM; HEK293 lucGAA850 FXN promoter luciferase reporter, 24 h; percent of 10 µM SAHA response; hit rate 0.56% among 360,000;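 active = activation above the average of all compounds screened plus 3 SD, cutoff fixed separately per campaign, cut at about 7.5% in these data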;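 note: 0% = DMSO wells and 100% = 10 µM SAHA wells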
hgDAF12 agonist = activates the H. glycines DAF-12 receptor ligand-binding domain; hit rate 1.8% among 370,000; AID 687014; activation, % at 6.8 µM; HEK293 GAL4-hgDAF12 UAS-luciferase reporter, agonist luminescence; normalized to butyrate control;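 active = activation above a cutoff set at the mean of all screened compounds plus 3 SD, cut at about 10% in these data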;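 note: 0% = DMSO wells and 100% = sodium butyrate wells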
ssDAF-12 act = activators of S. stercoralis DAF-12 nuclear receptor. HEK293 ssDAF-12/GRIP1 lit1-tk-luc reporter, luminescence; % of 3 µM dafachronic acid response. activation, % at 6.8 µM. hit rate 1% among 370,000;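 active = activation above the mean over all tested compounds plus 3 SD, cut at about 0.9% in these data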;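 note: 0% = DMSO-only wells and 100% = 3 µM delta7-dafachronic acid wells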
sPLA2-III inh = Inhibits HGIII-sPLA2 liposome hydrolysis, primary screen | Q9NZ20 | QFRET BODIPY PC-A2 liposome hydrolysis, fluorescence | inhibition, % at 12.2 µM | hit rate 0.56% among 370,000;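 active = inhibition above mean plus 3 SD of compounds lying within the high and low control bounds, cut at about 19% in these data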;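 note: 0% = median of test compound wells and 100% = no enzyme DMSO wells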
NR1D1 modulator = modulators of human Rev-erb alpha DNA binding; activity, % at 10 µM; hit rate 0.79% among 370,000; Rev-erbα–FITC-DNA binding, fluorescence polarization, 90 min; AID 1259318; P20393;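 active = activity above about 14%, limit read from the data; passing the limit was not always enough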;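 note: 0% = DMSO wells with 35 nM protein and 100% = DMSO wells with 750 nM protein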
DAX1 inh-1 = blocks DAX1 repression of SF-1 activated StAR promoter; AID 652010; HEK293T StAR-luciferase reporter, SF-1/DAX-1 repression relief; inhibition, % at 6.8 µM; hit rate 1.1% among 370,000;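 active = inhibition above the mean over all tested compounds plus 3 SD, cut at about 3.6% in these data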;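 note: 0% = DAX-1 cells with DMSO and 100% = cells lacking DAX-1 with DMSO; higher inhibition means more luminescence from relief of DAX-1 repression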
DAX1 inh-2 = inhibitors of human orphan nuclear receptor DAX1 (NR0B1) | P51843 | HEK293 Gal4-DAX1 luciferase reporter, luminescence | inhibition, % at 6.75 µM | hit rate 0.99% among 340,000 | AID 504766;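 active = inhibition above the mean over all tested compounds plus 3 SD, cut at about 4.2% in these data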;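 note: 0% = DAX1-transfected cells with DMSO and 100% = empty-vector control cells with DMSO; inhibition shows as a rise in luminescence from relieved DAX1 repression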
SMARCA2 act = SMARCA2 function activation, primary screen | activation, % at 9.1 µM | hit rate 1% among 370,000 | MG213 cells, MMTV-luciferase reporter, dexamethasone, overnight; in the data active = activation above about 7.8%;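 note: 0% = vehicle wells and 100% = reference activator wells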
PLC-beta3 inh = inhibitors of human phospholipase C beta3. Purified PLC-beta3, fluorogenic substrate, fluorescence. hit rate 0.18% among 370,000. AID 720704. Q01970. inhibition, % at 12.2 µM; in the data active = inhibition above about 11%;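 note: 0% = median of compound wells on plate and 100% = full blocker control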
Target sequence (Q01970 whole entry, looked up): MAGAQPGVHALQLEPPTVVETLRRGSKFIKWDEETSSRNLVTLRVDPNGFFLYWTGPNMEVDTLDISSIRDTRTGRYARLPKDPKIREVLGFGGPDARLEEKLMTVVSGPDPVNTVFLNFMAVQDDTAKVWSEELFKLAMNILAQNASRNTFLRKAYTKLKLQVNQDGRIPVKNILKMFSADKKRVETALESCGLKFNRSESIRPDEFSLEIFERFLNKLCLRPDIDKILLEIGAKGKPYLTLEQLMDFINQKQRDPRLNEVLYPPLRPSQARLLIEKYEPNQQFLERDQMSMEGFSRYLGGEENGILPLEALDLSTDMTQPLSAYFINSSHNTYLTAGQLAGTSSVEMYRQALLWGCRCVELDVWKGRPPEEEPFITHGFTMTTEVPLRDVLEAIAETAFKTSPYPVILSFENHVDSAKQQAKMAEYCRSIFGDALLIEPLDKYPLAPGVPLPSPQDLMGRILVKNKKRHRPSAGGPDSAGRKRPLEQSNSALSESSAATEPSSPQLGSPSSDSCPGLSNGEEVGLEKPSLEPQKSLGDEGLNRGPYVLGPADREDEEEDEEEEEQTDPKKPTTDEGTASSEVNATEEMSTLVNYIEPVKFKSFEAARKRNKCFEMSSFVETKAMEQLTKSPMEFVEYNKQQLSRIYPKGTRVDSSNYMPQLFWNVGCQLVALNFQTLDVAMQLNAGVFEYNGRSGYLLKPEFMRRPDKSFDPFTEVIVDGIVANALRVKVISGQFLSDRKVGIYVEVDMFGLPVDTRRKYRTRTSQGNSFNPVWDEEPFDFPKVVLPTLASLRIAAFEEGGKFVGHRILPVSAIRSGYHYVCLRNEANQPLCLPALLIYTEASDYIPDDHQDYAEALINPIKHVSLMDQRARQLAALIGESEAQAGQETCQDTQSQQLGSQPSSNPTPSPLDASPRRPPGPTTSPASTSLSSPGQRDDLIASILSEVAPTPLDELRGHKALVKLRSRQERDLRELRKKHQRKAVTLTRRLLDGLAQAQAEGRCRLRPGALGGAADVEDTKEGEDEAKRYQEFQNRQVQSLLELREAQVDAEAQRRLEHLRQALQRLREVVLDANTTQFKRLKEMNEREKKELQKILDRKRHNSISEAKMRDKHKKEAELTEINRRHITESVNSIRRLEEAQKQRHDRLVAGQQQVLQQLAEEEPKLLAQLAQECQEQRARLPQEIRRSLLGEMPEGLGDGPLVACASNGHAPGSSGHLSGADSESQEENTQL
PG9 Ab binder = binds the HIV-1 gp120 antibody PG9. TR-FRET gp120-PG9 antibody binding. AID 624416. hit rate 0.43% among 360,000. inhibition, % at 6.7 µM; in the data active = inhibition above about 8.5%
An asterisk follows results filed as active.

For COc1ccc([C@H]2OC(=O)C[C@@H]2C(=O)N2CCN(c3ccccc3F)CC2)cc1OC the results were hcDAF12 agonist -0.1, hgDAF12 agonist 0.1, ssDAF-12 act -1.6, sPLA2-III inh 9, NR1D1 modulator -10, DAX1 inh-1 -0.6, SMARCA2 act -2 and PLC-beta3 inh 2.
Screening COc1ccc(-c2c(C#N)c(SCC(N)=O)nc3c2CCCC3)cc1 returned hcDAF12 agonist 1.3, FXN GAA850 act 4.8, hgDAF12 agonist 1.0, ssDAF-12 act -1.0, sPLA2-III inh 20*, NR1D1 modulator 68*, DAX1 inh-1 0.0, DAX1 inh-2 -0.6, SMARCA2 act -5, PLC-beta3 inh 1 and PG9 Ab binder -2.0.
CSCCC(=O)N1CCC(CCC(=O)NC2CC2)CC1 was read as hcDAF12 agonist -1.0, FXN GAA850 act 0.1, hgDAF12 agonist -1.2, ssDAF-12 act -1.1, sPLA2-III inh 3, NR1D1 modulator 7, DAX1 inh-1 0.6, DAX1 inh-2 1.0, SMARCA2 act -2, PLC-beta3 inh -8 and PG9 Ab binder 0.8.
Cc1cc(C(=O)COC(=O)Cc2c(F)cccc2Cl)c(C)n1C was read as hcDAF12 agonist 4.9, FXN GAA850 act 2.5, hgDAF12 agonist 10.0, ssDAF-12 act -0.2, sPLA2-III inh -2, NR1D1 modulator 4, DAX1 inh-1 5.0*, DAX1 inh-2 2.5, SMARCA2 act 5, PLC-beta3 inh -4 and PG9 Ab binder -1.8.
Screening CC(=O)N1c2ccccc2C(=O)C1N1CCCCC1 (stereo not given) returned hcDAF12 agonist 1.7, FXN GAA850 act 0.9, hgDAF12 agonist 0.6, ssDAF-12 act 0.1, sPLA2-III inh 1, NR1D1 modulator 1, DAX1 inh-1 0.1, DAX1 inh-2 -0.1, SMARCA2 act 1, PLC-beta3 inh -115 and PG9 Ab binder -0.7.
For COc1cccc(N2CCN(c3ccc4nnc(CCC(=O)Nc5ccc(F)cc5F)n4n3)CC2)c1 the results were hcDAF12 agonist 1.7, FXN GAA850 act 1.4, hgDAF12 agonist 2.5, ssDAF-12 act -1.3, sPLA2-III inh 4, NR1D1 modulator 0, DAX1 inh-1 0.2, DAX1 inh-2 0.9, SMARCA2 act -1, PLC-beta3 inh -7 and PG9 Ab binder -0.7.
Screening O=C(Oc1ccc(Br)cc1C(=S)N1CCOCC1)c1cccc([N+](=O)[O-])c1 returned hcDAF12 agonist -0.5, FXN GAA850 act 0.4, hgDAF12 agonist 0.1, ssDAF-12 act -1.1, sPLA2-III inh 1, NR1D1 modulator -3, DAX1 inh-1 -0.2, DAX1 inh-2 -1.2, SMARCA2 act 3, PLC-beta3 inh -4 and PG9 Ab binder 1.0.
Cc1c(/C(O)=C2/C(=O)C(=O)N(Cc3cccnc3)C2c2ccccn2)cnn1-c1ccccc1 (stereo not given) was read as hcDAF12 agonist -7.4, FXN GAA850 act -13, hgDAF12 agonist -19, ssDAF-12 act -3.7, sPLA2-III inh -4, NR1D1 modulator 1, DAX1 inh-1 -3.5, DAX1 inh-2 -1.9, SMARCA2 act -11, PLC-beta3 inh -5 and PG9 Ab binder 3.1.
For CC1/C(=N/O)CC(c2ccccc2)NC1c1ccccc1 (stereo not given) the results were hcDAF12 agonist -0.9, FXN GAA850 act -0.3, hgDAF12 agonist 0.3, ssDAF-12 act -1.2, sPLA2-III inh 4, NR1D1 modulator 0, DAX1 inh-1 -0.1, DAX1 inh-2 0.1, SMARCA2 act 0, PLC-beta3 inh 4 and PG9 Ab binder 1.0.
`CC(C)(C)NC(=O)C1(N2C(=O)c3ccccc3C2=O)CCCC1` gave hcDAF12 agonist 0.6, FXN GAA850 act 1.8, hgDAF12 agonist -1.2, ssDAF-12 act -1.0, sPLA2-III inh 11, NR1D1 modulator 0, DAX1 inh-1 -0.6, DAX1 inh-2 -0.2, SMARCA2 act -4, PLC-beta3 inh 2 and PG9 Ab binder -0.1.
Screening CC(C)c1ccc(N2C(=O)CC(NNC(=O)c3ccccc3Cl)C2=O)cc1 (stereo not given) returned hcDAF12 agonist -0.4, FXN GAA850 act -0.5, hgDAF12 agonist 1.0, ssDAF-12 act -1.2, sPLA2-III inh -5, NR1D1 modulator 4, DAX1 inh-1 -0.1, DAX1 inh-2 1.3, SMARCA2 act 6, PLC-beta3 inh -1 and PG9 Ab binder -2.6.
For COc1ccc(CCNC(=O)CCC(=O)Nc2nnc(C(C)C)s2)cc1OC the results were hcDAF12 agonist 2.3, FXN GAA850 act 2.0, hgDAF12 agonist -1.1, ssDAF-12 act -1.9, sPLA2-III inh -1, NR1D1 modulator -3, DAX1 inh-1 0.2, DAX1 inh-2 1.6, SMARCA2 act -1, PLC-beta3 inh -1 and PG9 Ab binder 1.2.
`CCOC(=O)c1nnn(CC(=O)Nc2ccccc2)c1C(=O)OCC` gave hcDAF12 agonist -1.8, FXN GAA850 act -0.9, hgDAF12 agonist -4.9, ssDAF-12 act -1.1, sPLA2-III inh -1, NR1D1 modulator 5, DAX1 inh-1 0.0, DAX1 inh-2 -0.2, SMARCA2 act 2, PLC-beta3 inh 3 and PG9 Ab binder -1.8.
For COC(=O)[C@]12CCCCC=C1N(Cc1ccc3c(c1)OCO3)C(=O)[C@H](CC(=O)N1CCC(c3ccccc3)CC1)C2 the results were hcDAF12 agonist -1.2, hgDAF12 agonist -3.3, ssDAF-12 act -1.5, sPLA2-III inh -6, NR1D1 modulator -7, DAX1 inh-1 -1.4, SMARCA2 act -7, PLC-beta3 inh -2 and PG9 Ab binder 1.6.
COc1ccc(C2=C/C(=C\c3ccccc3OC(C)=O)C(=O)O2)cc1 was read as hcDAF12 agonist -0.2, FXN GAA850 act 1.8, hgDAF12 agonist 1.7, ssDAF-12 act -0.8, sPLA2-III inh -22, NR1D1 modulator -2, DAX1 inh-1 0.4, DAX1 inh-2 -1.6, SMARCA2 act 4, PLC-beta3 inh -16 and PG9 Ab binder -1.0.
For CC(C)C1C(C#N)=C(N)Oc2n[nH]c(-c3cccs3)c21 (stereo not given) the results were hcDAF12 agonist 1.2, FXN GAA850 act -4.3, hgDAF12 agonist -2.7, ssDAF-12 act -1.1, sPLA2-III inh -9, NR1D1 modulator 0, DAX1 inh-1 -0.2, DAX1 inh-2 -0.7, SMARCA2 act -1, PLC-beta3 inh -3 and PG9 Ab binder -1.0.
Screening COc1ccc(S(=O)(=O)Nc2cccc3c2O[C@H](CN(C)Cc2ccc(C(=O)O)cc2)[C@@H](C)CN([C@H](C)CO)C3=O)cc1 returned hcDAF12 agonist -1.2, FXN GAA850 act -0.8, hgDAF12 agonist -0.5, ssDAF-12 act -0.9, sPLA2-III inh -3, NR1D1 modulator -2, DAX1 inh-1 -0.8, DAX1 inh-2 -1.0, SMARCA2 act 1, PLC-beta3 inh -2 and PG9 Ab binder -0.1.
CC(=O)N1c2ccc(S(=O)(=O)N3CCCC3)cc2CC1C(=O)NC(C)C (stereo not given) was read as hcDAF12 agonist 2.3, FXN GAA850 act 2.6, hgDAF12 agonist 0.0, ssDAF-12 act -0.8, sPLA2-III inh 6, NR1D1 modulator 0, DAX1 inh-1 0.3, DAX1 inh-2 -0.3, SMARCA2 act -3, PLC-beta3 inh -6 and PG9 Ab binder 0.7.
CCC(=O)Nc1nnc(C(C)(C)C)s1 was read as hcDAF12 agonist -2.3, FXN GAA850 act -1.6, hgDAF12 agonist -2.1, ssDAF-12 act -1.4, sPLA2-III inh 4, NR1D1 modulator -3, DAX1 inh-1 -0.7, DAX1 inh-2 0.2, SMARCA2 act -4, PLC-beta3 inh -2 and PG9 Ab binder 0.2.
`Cc1nc(CSc2nnc(C)s2)cs1` gave hcDAF12 agonist -1.3, FXN GAA850 act 0.0, hgDAF12 agonist 3.5, ssDAF-12 act -1.0, sPLA2-III inh -2, NR1D1 modulator -3, DAX1 inh-1 0.8, DAX1 inh-2 4.7*, SMARCA2 act -6, PLC-beta3 inh 9 and PG9 Ab binder -3.0.

2 records drawn at random from those above:
For CC1/C(=N/O)CC(c2ccccc2)NC1c1ccccc1 (stereo not given) the results were hcDAF12 agonist -0.9, FXN GAA850 act -0.3, hgDAF12 agonist 0.3, ssDAF-12 act -1.2, sPLA2-III inh 4, NR1D1 modulator 0, DAX1 inh-1 -0.1, DAX1 inh-2 0.1, SMARCA2 act 0, PLC-beta3 inh 4 and PG9 Ab binder 1.0.
Screening COc1ccc(-c2c(C#N)c(SCC(N)=O)nc3c2CCCC3)cc1 returned hcDAF12 agonist 1.3, FXN GAA850 act 4.8, hgDAF12 agonist 1.0, ssDAF-12 act -1.0, sPLA2-III inh 20*, NR1D1 modulator 68*, DAX1 inh-1 0.0, DAX1 inh-2 -0.6, SMARCA2 act -5, PLC-beta3 inh 1 and PG9 Ab binder -2.0.

The listing continues.
COc1ccc(CNC(=O)c2ccc(N(C)S(=O)(=O)c3ccc(C)cc3)cc2)cc1 was read as hcDAF12 agonist -3.8, FXN GAA850 act 1.3, hgDAF12 agonist -2.6, ssDAF-12 act -1.4, sPLA2-III inh -9, NR1D1 modulator 0, DAX1 inh-1 -1.2, DAX1 inh-2 -0.4, SMARCA2 act -1, PLC-beta3 inh -9 and PG9 Ab binder -1.7.
For Cn1cnc(S(=O)(=O)NCc2cccs2)c1 the results were hcDAF12 agonist -0.1, FXN GAA850 act -0.2, hgDAF12 agonist 0.8, ssDAF-12 act 1.6*, sPLA2-III inh 1, NR1D1 modulator -4, DAX1 inh-1 -0.2, DAX1 inh-2 2.7, SMARCA2 act 0, PLC-beta3 inh 2 and PG9 Ab binder -2.6.
COc1cccc(Cn2cc(C)cc(NC(=O)NCc3ccccc3)c2=O)c1 was read as hcDAF12 agonist -1.4, FXN GAA850 act 1.4, hgDAF12 agonist -0.7, ssDAF-12 act -1.3, sPLA2-III inh -4, NR1D1 modulator -1, DAX1 inh-1 -0.1, DAX1 inh-2 -1.5, SMARCA2 act 2, PLC-beta3 inh -17 and PG9 Ab binder 0.7.
COc1ccc(NC(=O)Cn2nc(Cc3cccnc3)c3ccccc3c2=O)c(OC)c1 was read as hcDAF12 agonist -1.7, FXN GAA850 act 2.5, hgDAF12 agonist 0.1, ssDAF-12 act -1.6, sPLA2-III inh 4, NR1D1 modulator -3, DAX1 inh-1 0.6, DAX1 inh-2 -0.1, SMARCA2 act -4, PLC-beta3 inh -10 and PG9 Ab binder 0.9.
`COC(=O)CN1C(=O)C(O)(CC(=O)c2ccc(Br)cc2)c2ccccc21` (stereo not given) gave hcDAF12 agonist -0.4, FXN GAA850 act 1.1, hgDAF12 agonist 2.2, ssDAF-12 act -0.8, sPLA2-III inh 16, NR1D1 modulator -3, DAX1 inh-1 0.1, DAX1 inh-2 3.3, SMARCA2 act 0, PLC-beta3 inh -3 and PG9 Ab binder -2.5.
`O=C(CC(Nc1ccc(F)cc1)c1ccccc1)c1ccccc1` (stereo not given) gave hcDAF12 agonist -2.5, FXN GAA850 act -0.3, hgDAF12 agonist 1.2, ssDAF-12 act -0.6, sPLA2-III inh -1, NR1D1 modulator 0, DAX1 inh-1 0.3, DAX1 inh-2 -0.1, SMARCA2 act 0, PLC-beta3 inh 5 and PG9 Ab binder 0.3.
